M5 PAM: potentiates acetylcholine response at human M5 receptor; CHO-K1 hM5, Fluo-8 calcium, ACh EC20 PAM; 0% = ACh EC20, 100% = ACh EC100; activation, % at 3 µM; 360,000 compounds, 0.3% hits; P08912; AID 624038;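 active = activation above the run cutoff, the mean activation of all test compounds plus 3 SD, cut at about 18% in these data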
Target sequence (P08912 whole entry, looked up): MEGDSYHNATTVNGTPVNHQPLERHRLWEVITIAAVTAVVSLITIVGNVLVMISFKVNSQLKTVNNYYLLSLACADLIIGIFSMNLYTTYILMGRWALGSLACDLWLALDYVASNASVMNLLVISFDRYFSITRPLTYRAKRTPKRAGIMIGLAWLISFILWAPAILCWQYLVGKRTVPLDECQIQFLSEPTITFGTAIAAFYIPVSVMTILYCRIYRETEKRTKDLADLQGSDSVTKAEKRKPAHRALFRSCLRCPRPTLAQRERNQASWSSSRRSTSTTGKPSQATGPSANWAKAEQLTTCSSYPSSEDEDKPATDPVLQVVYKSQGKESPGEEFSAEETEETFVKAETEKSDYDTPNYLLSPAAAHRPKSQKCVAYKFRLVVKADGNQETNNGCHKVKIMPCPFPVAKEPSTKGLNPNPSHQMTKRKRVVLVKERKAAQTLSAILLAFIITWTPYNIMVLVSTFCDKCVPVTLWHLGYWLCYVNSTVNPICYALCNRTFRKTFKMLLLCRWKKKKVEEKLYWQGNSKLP
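Replicates: One well per compound, no replicates | System: Human M5 receptor in CHO-K1 cells | Benchmarks: Low control EC20 acetylcholine (0%), high control EC100 acetylcholine (100%) | Probe or stimulus: Acetylcholine, EC20 level | Times: Fluo-8 loading 80 min at 37 °C plus 30 min room temperature | Signal: Intracellular calcium via Fluo-8 fluorescence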
M5 antag: CHRM5 antagonism in calcium assay | P08912 | CHO-hM5 cells, Fluo-8 calcium fluorescence, ACh EC80 | inhibition, % at 3 µM | 360,000 compounds, 0.59% hits;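 active = inhibition above a per-plate cutoff, the mean of that plate's test compounds plus 3 SD, cut at about 27% in these data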;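 also: 0% = acetylcholine EC80 with DMSO and 100% = DMSO without agonist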
M4 PAM: potentiates acetylcholine response at human M4 receptor; CHO-K1 hM4/Gqi5, Fluo-8 calcium fluorescence, ACh EC20; 0% = ACh EC20, 100% = maximal ACh; activation, % at 3 µM; 360,000 compounds, 0.4% hits; AID 624126;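 active = activation above its plate's cutoff, the mean activation of sample wells plus 3 SD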; also: some results filed as inactive read as strong as hits
Target sequence (P08173 whole entry, looked up): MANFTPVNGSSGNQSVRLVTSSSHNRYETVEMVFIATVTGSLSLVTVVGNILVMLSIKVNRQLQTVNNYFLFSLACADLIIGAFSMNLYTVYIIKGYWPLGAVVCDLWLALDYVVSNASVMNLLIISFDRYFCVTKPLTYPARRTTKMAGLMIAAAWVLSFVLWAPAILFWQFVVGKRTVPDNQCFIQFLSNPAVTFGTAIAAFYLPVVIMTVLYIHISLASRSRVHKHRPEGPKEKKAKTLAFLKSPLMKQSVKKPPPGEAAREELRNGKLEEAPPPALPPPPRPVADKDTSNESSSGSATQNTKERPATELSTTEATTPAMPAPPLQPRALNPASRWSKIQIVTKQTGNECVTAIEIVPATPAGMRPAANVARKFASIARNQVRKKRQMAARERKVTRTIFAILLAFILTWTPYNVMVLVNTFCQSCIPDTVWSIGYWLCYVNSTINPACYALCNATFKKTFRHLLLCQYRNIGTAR
CHRM1 PAM: human CHRM1 positive allosteric modulation; P11229; CHO-K1 hM1, Fluo-8 calcium fluorescence, ACh EC20; 0% = ACh EC20, 100% = maximal ACh; activation, % at 3 µM; 360,000 compounds, 0.088% hits; in the data active = activation above about 19%, passing the limit was not always enough
CRFBP-R2 agonist: CRF-BP/CRF-R2 complex agonism | HEK293 CRF-R2/CRF-BP, calcium dye fluorescence (FLIPR); percent of saturating CRF peptide response | activation, % at 13.2 µM | 350,000 compounds, 0.46% hits;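 active = activation of at least 50%, plus an integration ratio under a set limit after plate pattern correction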;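 also: plate controls were neutral control wells without compound for no effect and CRF at EC100 for full effect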
CHRM4 agonist: agonists of human muscarinic M4 receptor (CHRM4) | CHO-K1 hM4/Gqi5, Fluo-8 calcium fluorescence; vehicle 0%, full acetylcholine response 100% | activation, % at 3 µM | 360,000 compounds, 0.14% hits | AID 624127;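 active = activation above the run mean over all test wells plus 3 SD, cut at about 32% in these data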;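 also: peak over basal fluorescence ratio per well then scaled between controls; 0% = DMSO wells and 100% = acetylcholine at EC100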
M4 antag: CHRM4 antagonism in calcium assay | CHO-hM4 cells, ACh EC80, Fluo-8 calcium fluorescence | 360,000 compounds, 0.73% hits | AID 624125 | inhibition, % at 3 µM;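 active = inhibition above its plate's cutoff, the mean inhibition of sample wells plus 3 SD, cut at about 27% in these data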;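 also: 0% = acetylcholine EC80 with DMSO and 100% = DMSO without agonist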
M5 ag: CHRM5 agonism in calcium assay; 360,000 compounds, 0.19% hits; P08912; activation, % at 3 µM; CHO-K1 hM5 cells, Fluo-8 calcium fluorescence; 0% DMSO wells, 100% maximal acetylcholine response; AID 624037;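 active = activation above the run's mean over test compounds plus 3 SD, cut at about 23% in these data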;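 also: signal is peak over basal fluorescence ratio across the kinetic read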
CHRM1 antagonist: blocks human M1 muscarinic receptor | P11229 | inhibition, % at 3 µM | CHO-K1 hM1, Fluo-8 calcium fluorescence, ACh EC80 antagonist | 360,000 compounds, 1.3% hits | AID 588852;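 active = percent inhibition above its own plate's cutoff, namely the mean of that plate's compound wells plus 3 SD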;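 also: peak over basal fluorescence ratio during 140 s after agonist addition; 0% = ACh EC80 plus DMSO and 100% = DMSO alone without agonist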
Active calls of the source: *; . = no result given. Compounds as they come; any-hit rate near 2.8%.

SMILES | M5 PAM | M5 antag | M4 PAM | CHRM1 PAM | CRFBP-R2 agonist | CHRM4 agonist | M4 antag | M5 ag | CHRM1 antagonist
CN(C(=O)c1cccc(NC(=O)Cc2ccc(NC(=O)C3CCCN(C(=O)C4CCCC4)C3)cc2)c1)C1CCC1 (stereo unspecified) | 4 | -6 | 2 | 7 | 3.7 | -2 | -2 | -2 | -10
Cc1cccc(OC2CCN(Cc3c(C(=O)N4CCCC4)nc4ccccn34)CC2)c1 | 1 | 1 | -9 | -6 | -1.8 | 3 | 6 | -5 | 0
CC1(C)C2CCC(C2)C1(C)N=C1OC(CCl)CS1 (stereo unspecified) | 12 | 0 | 5 | -6 | 0.0 | 0 | -14 | -2 | 10
C(=N\Nc1nc(N2CCCC2)nc(N2CCCC2)n1)/c1cccnc1 | 2 | -5 | 8 | 6 | 0.0 | 2 | -11 | 1 | -7
CCN1CCSc2ccc(C(=O)NCc3ccccc3C)cc21 | -2 | 5 | 1 | 6 | 1.3 | 1 | 9 | -5 | -10
CCOC(=O)C1CCCN(C(=O)c2ccccc2OC(F)(F)F)CC1 (stereo unspecified) | 2 | -5 | 0 | 0 | . | 1 | -5 | 1 | -10
CC1CC(C)CN(c2oc(-c3ccccc3F)nc2C#N)C1 (stereo unspecified) | -7 | 2 | -2 | 4 | -2.1 | 0 | -12 | -4 | -13
CCC1(c2ccccc2)NC(=O)N(CC(=O)N(C)Cc2c(F)cccc2Cl)C1=O (stereo unspecified) | 3 | 4 | -2 | 12 | -0.3 | 1 | 3 | 2 | -7
O=C1CSC(c2ccccc2O)N1Cc1ccccc1 (stereo unspecified) | 4 | -4 | 3 | 4 | -3.2 | 2 | -15 | -7 | -9
CCOC(=O)N1CCN(C(=O)COc2ccc(S(=O)(=O)NCc3ccccc3)cc2)CC1 | -5 | 5 | -16 | -1 | -1.3 | 1 | 18 | 0 | -10
N#CCCN(C(=O)Nc1ccc(Cl)cc1)c1ccccc1 | -1 | -2 | 3 | 9 | 2.4 | 3 | 1 | -4 | -22
CC1CCN(C(=O)c2ncn(C)c2C(=O)N2CCC(C)CC2)CC1 | 4 | -9 | 11 | 3 | 1.3 | 1 | 4 | 1 | 1
CCOc1ccccc1C=Nc1ccccc1C(=O)Nc1ccccc1 | -2 | 0 | 2 | 1 | -1.0 | 0 | -1 | 2 | 4
Cc1ccc(CN2CC(C(=O)N(Cc3nnc(-c4ccccc4Cl)o3)C3CC3)CC2=O)cc1 (stereo unspecified) | -3 | 7 | -3 | 8 | -0.2 | 4 | -5 | -3 | -10
CCOC(=O)c1sc(=NC(=O)c2ccc(OC)c(OC)c2)n(C)c1C | 1 | -3 | 9 | -4 | -0.7 | 2 | -9 | 3 | 4
COc1ccc(C(=O)N2CCCC(C(=O)c3ccccc3OC)C2)cc1OC (stereo unspecified) | -4 | 10 | -1 | -3 | -0.1 | 4 | -1 | -5 | 0
CC(=O)Nc1nonc1-c1ccccc1 | 15 | 1 | 4 | 6 | -1.2 | 0 | 7 | -1 | -6
CCCCCCCCN1[C@@H](CC(=O)OCC)c2cc(F)ccc2S1(=O)=O | -10 | 12 | -3 | -7 | 0.0 | 4 | 0 | -4 | 7
CCOc1ccc2c(c1)n(CO)c(=S)n2CO | -3 | 0 | 1 | 6 | -2.5 | 0 | 1 | 4 | -7
O=S(=O)(NCCSc1ccccc1)c1ccc2c(c1)OCCO2 | -8 | 1 | -1 | 11 | -0.2 | 2 | -2 | -11 | -14
Cc1cccc(-c2nsc(SCC(=O)c3ccc(Cl)cc3)n2)c1 | 6 | -13 | 17 | 2 | 23 | 1 | -6 | -1 | 3
COc1ccc(-c2sc3ccc(OC)cc3c2C#Cc2cncn2C)cc1 | -4 | -10 | 2 | 7 | 0.8 | -1 | -19 | -4 | -13
COc1ccc(Cc2nnc(SC)[nH]c2=O)cc1 | 4 | -6 | 3 | 7 | -1.6 | 0 | 10 | 2 | -5
COc1ccc(NS(=O)(=O)c2cccc(C(=O)NNC(=O)c3ccc(=O)[nH]c3)c2)cc1 | 2 | -1 | -1 | 8 | -2.0 | 0 | 13 | 1 | -3
O=c1cc(O)c2ccccc2n1Cc1ccccc1Cl | -11 | -6 | 0 | 5 | 0.8 | 1 | 0 | 3 | -7
The list goes on:
SMILES | M5 PAM | M5 antag | M4 PAM | CHRM1 PAM | CRFBP-R2 agonist | CHRM4 agonist | M4 antag | M5 ag | CHRM1 antagonist
CCOc1ccccc1NC(=O)C1(S(=O)(=O)c2ccc(Cl)cc2)CC1 | -3 | 13 | -12 | 0 | 1.8 | -3 | -1 | -5 | -4
c1nnc2c3c4c(sc3ncn12)CCC4 | 6 | -3 | 11 | 12 | -2.8 | 1 | -8 | -2 | -18
CCOC(=O)COc1ccc2c(c1)C(=O)CC1(CCN(C(C)=O)CC1)O2 | -6 | 5 | -9 | -3 | 1.5 | 1 | 9 | 0 | -1
Cc1ccccc1COc1ccc(-c2nnn(CC(=O)O)n2)cc1 | 2 | 6 | 0 | 8 | 1.6 | 0 | -8 | -4 | -11
CCn1c(SCC(=O)Nc2ccc(S(=O)(=O)Nc3onc(C)c3C)cc2)nnc1-c1ccccc1 | -6 | -3 | 9 | -1 | -2.9 | 1 | 6 | 1 | 4
COc1ccc(/C=C/C(=O)OCCCN(C)C)cc1 | 3 | 4 | 1 | 14 | 2.3 | 1 | -1 | -3 | -11
COc1cccc(C(=O)CSc2nc3ccccc3n2CC(=O)N(C(C)C)C(C)C)c1 | 4 | 2 | 0 | 6 | 0.3 | 1 | -2 | 0 | -4
CC(=O)c1c(C)n([O-])c2cc(F)c(F)cc2[n+]1=O | 1 | 12 | 1 | 6 | -0.6 | 1 | 0 | 0 | -13
Cc1ccc(NC(=S)N2CCN(Cc3ccccc3)CC2)c(C)c1 | 7 | -7 | 9 | 8 | -0.2 | 2 | -2 | -2 | -1
Cc1ccc(NC(=O)CSc2ccccc2)cc1S(=O)(=O)N1CCOCC1 | 1 | 4 | 1 | 4 | -0.6 | 2 | 0 | -3 | -8
COc1ccc(N2Cc3ccccc3C2=NC(=O)c2ccc(C)cc2)cc1OC | 0 | 15 | 0 | 12 | 0.4 | 2 | 4 | -3 | -17
O=C(CSc1nnc(-c2ccco2)n1-c1ccccc1)NCc1ccc2c(c1)OCO2 | -7 | -3 | 6 | -2 | 1.4 | 1 | 5 | -2 | 3
CC(=O)c1ccccc1C(=O)N1CCCC(CNC(=O)c2ccccc2Cl)C1 (stereo unspecified) | -2 | 10 | 0 | 18 | -0.2 | 1 | 3 | -4 | -13
O=C(NC1CCCCC1)C(c1cccs1)N(CC1CCCO1)C(=O)c1csnn1 (stereo unspecified) | -2 | 1 | 4 | 7 | -0.6 | 0 | 13 | -1 | -2
CCOC(=O)C1CCN(c2cc3c(cc2NC(=O)c2ccccc2Br)n(C)c(=O)n3C)CC1 | -8 | 9 | 0 | 3 | -5.3 | 5 | -3 | -5 | 5
COc1ccccc1N1CC(O)=C(c2nc3ccccc3c(=O)[nH]2)C1=N | 5 | -10 | 3 | 7 | -0.7 | 5 | -5 | 3 | -14
COCCN(C(=O)COC(=O)c1cc2ccccc2cc1OC)c1c(N)n(Cc2ccccc2)c(=O)[nH]c1=O | 3 | 0 | 6 | 12 | 0.1 | 0 | -2 | -2 | -15
COc1ccc([C@@H]2[C@@H]3C(=O)N(C(C)(C)C)C(=O)[C@@H]3[C@]3(C)C(=O)N(c4ccccc4)C(=O)N23)cc1 | 7 | -1 | 14 | 23 | 20 | 2 | -11 | -1 | -16
Cc1c(CNC(=O)C2CC2)c(-n2cccc2)n(Cc2ccccc2)c1C | 4 | 3 | -2 | 2 | 0.0 | -1 | 1 | -5 | -3
Cn1c(=O)n(C)c2cc(/C=N/NC(=O)c3cc4cc(Br)ccc4o3)ccc21 | 1 | 6 | 2 | -2 | 1.4 | 3 | 5 | 2 | 11
N/C(=N\OC(=O)c1cc(Br)ccc1Cl)c1ccccn1 | 8 | -6 | 16 | -6 | -0.1 | 0 | -6 | -3 | 7
O=C(O)CNS(=O)(=O)c1ccc2[nH]c(=O)c(=O)[nH]c2c1 | 0 | 4 | -1 | 4 | -2.8 | 0 | 7 | 3 | -1
CCc1ccccc1NC(=O)c1ccc(NCCc2ccccc2)c([N+](=O)[O-])c1 | -7 | 10 | 0 | 0 | -1.3 | 1 | 2 | -2 | 6
O=c1c2ccccc2ncn1C1CCCCC1 | 5 | -8 | 10 | 10 | 0.5 | 1 | -2 | 3 | -12
C[C@@H](NS(=O)(=O)c1cc(Cl)ccc1F)[C@H](O)c1ccccc1 | -1 | 2 | -2 | -2 | -2.0 | 1 | -9 | 1 | -1

4 structures already listed, arranged by number of heavy atoms, lowest first.
SMILES | M5 PAM | M5 antag | M4 PAM | CHRM1 PAM | CRFBP-R2 agonist | CHRM4 agonist | M4 antag | M5 ag | CHRM1 antagonist
Cc1ccccc1COc1ccc(-c2nnn(CC(=O)O)n2)cc1 | 2 | 6 | 0 | 8 | 1.6 | 0 | -8 | -4 | -11
COc1ccc(-c2sc3ccc(OC)cc3c2C#Cc2cncn2C)cc1 | -4 | -10 | 2 | 7 | 0.8 | -1 | -19 | -4 | -13
COc1ccc(C(=O)N2CCCC(C(=O)c3ccccc3OC)C2)cc1OC (stereo unspecified) | -4 | 10 | -1 | -3 | -0.1 | 4 | -1 | -5 | 0
O=C(CSc1nnc(-c2ccco2)n1-c1ccccc1)NCc1ccc2c(c1)OCO2 | -7 | -3 | 6 | -2 | 1.4 | 1 | 5 | -2 | 3

(next part)
SMILES | M5 PAM | M5 antag | M4 PAM | CHRM1 PAM | CRFBP-R2 agonist | CHRM4 agonist | M4 antag | M5 ag | CHRM1 antagonist
COc1ccccc1C=C(C(=O)c1ccccc1)c1ccccc1 | -6 | 3 | 4 | 2 | . | -2 | -14 | -4 | -1
N=C(CC1CC(=O)NC(=O)C1)C1=C(O)CCCC1=O | 0 | -5 | 9 | 7 | 3.1 | 1 | -6 | 0 | -12
CN1CCCC1CCNc1ccc2sc3ccccc3c(=O)c2c1 (stereo unspecified) | -11 | 18 | 2 | -15 | 38 | 28 | 8 | 7 | 28
Cc1ccc(SCC(=O)Nc2ccc(-c3nc4ccccc4[nH]3)cc2)cc1 | -11 | 9 | -11 | -1 | -0.9 | 7 | 11 | -4 | -2
CCOC(=O)c1c(/N=C/C2C(=O)CCCC2=O)sc(C)c1C | 6 | 1 | 4 | 8 | 2.4 | 0 | 8 | -2 | -2
Cc1ccc(NC(=O)c2ccccc2)cc1-n1cnnn1 | 1 | 7 | 3 | 4 | 1.6 | 3 | -5 | 0 | -2
O=C(NC1(C(F)(F)F)C(=O)Nc2c1c(=O)[nH]c(=O)n2Cc1ccccc1)c1ccc(Cl)cc1 (stereo unspecified) | 1 | -8 | 16 | 8 | 0.4 | 1 | -2 | 3 | -9
COc1cc2c(cc1OC)CN(Cc1ccc(C)cc1)CC2 | -4 | 8 | -5 | -5 | 1.9 | 0 | 13 | -2 | 8
Cc1ccc(NS(=O)(=O)c2cc(NC(=O)c3cc4c(s3)CCCC4)ccc2C)c(C)c1 | -7 | 1 | -18 | -5 | -0.3 | -1 | 10 | -3 | 16
CCn1c(O)c(C=C2N=c3ccccc3=N2)sc1=S | 8 | 1 | 3 | -1 | 0.4 | 1 | -12 | 1 | 9
CC1Sc2ccc(S(=O)(=O)NCCc3ccccc3)cc2NC1=O (stereo unspecified) | -2 | 7 | -13 | -2 | -0.6 | 5 | 12 | 1 | 3
O=C(CNC(=O)N1CC(=O)Nc2ccccc21)NCc1ccc(Cl)cc1 | -5 | 8 | -2 | 2 | -0.6 | 1 | 5 | -4 | 2

Screens (PubChem BioAssay)
